Source: PubChem
Akt phos inh: blocks phosphorylation of Akt. Neuro2A IGF-stimulated pAkt S473 HTRF, 20 min; hits give low values. activity change, % for hits at 50 µM. actives 0.32% (n = 360,000). AID 651550; in the data active = activity change below about -80%; inconclusive = mostly about -51% to -80%; note: % is set by controls: 0 for no effect and ±100 for the full control effect
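Single-point screen (50 µM final compound) in Neuro2A cells stimulated 20 min with 6 nM IGF at 37 deg C. After lysis, Ser473-phosphorylated Akt read by HTRF (ex 330 nm, em 615/665 nm) as the 665/615 ratio.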
HepG2 tox: HepG2 cytotoxicity, counter-screen for TGF-b inhibitors; HepG2 CAGA-GFP viability, ATP luminescence, 18 h; Potency, µM (top dose mostly 46.1 µM), without a hit: top-dose activity change, negative = cytotoxicity, hits mostly cytotoxic; AID 588856; actives 0.76% (n = 410,000); note: potency is the fitted concentration of half-maximal effect; some results filed as inactive show a strong effect at the top dose
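CellTiter-Glo luminescence gave cytotoxicity after 18 hours at 37 degrees C. The cells were HepG2 CAGA-GFP in 1% FBS DMEM, stimulated with 500 pg/mL TGF-beta after compound addition. %Activity was normalised to no-cell wells (complete cell-killing) and DMSO (no toxicity), and curves were fitted and classified.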
A549 viability: A549 cytotoxicity, counter-screen for Nrf2 inhibitors | A549 ARE-Fluc cells, CellTiter-Fluor viability, 18-24 h | Potency, µM (titrated, usually from 46 µM), without a hit: top-dose activity change, negative = cytotoxicity, most hits filed as inhibitors | actives 0.16% (n = 390,000) | AID 504648; note: potency is the fitted concentration of half-maximal effect; % is set by controls: 0 for no effect and ±100 for the full control effect
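A549 ARE-Fluc cells in 5% FBS OPTI-MEM, 5000 cells/well, rested 2 h then exposed to compounds in concentration-response for 18-24 h at 37 °C. Viability by CellTiter-Fluor fluorescence (Ex 405/Em 525) after 30 min; luciferase luminescence (BugLite, 15 min, RT) read afterwards.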
MmCpn inh: M. maripaludis TRiC chaperonin inhibition; purified Mm-Cpn ATPase, ADP Transcreener TR-FRET; Potency, µM (doses to about 76.9 µM), without a hit: at the top dose activity, negative = inhibition, actives largely listed as inhibitors; actives 0.031% (n = 330,000); note: potency is the fitted concentration of half-maximal effect; % is set by controls: 0 for no effect and ±100 for the full control effect; nearly all actives have a fitted effect of over 80% in size
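TR-FRET (320 nm excitation; 590 and 665 nm emission) reports ADP made from 10 uM ATP by 25 nM enzyme; compounds were preincubated 10 min, reaction run 30 min, both at 37°C.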
Nrf2 block: inhibitors of Nrf2 signaling | A549 ARE-Fluc reporter, luciferase luminescence, 18-24 h | Potency, µM (doses to about 46 µM), for the others: at the highest dose activity change, negative = inhibition, hits mostly inhibitors | actives 2.1% (n = 360,000); note: potency is the fitted concentration of half-maximal effect; % is set by controls: 0 for no effect and ±100 for the full control effect; nearly all actives have a fitted effect of over 60% in size
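Two sequential reads on A549 ARE_Fluc cells exposed to compound for 18-24 h: a CellTiter-Fluor fluorescence read for viability, then a luciferase luminescence read for Nrf2/ARE activity.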
CCT modulator: changes cytosolic chaperonin activity | purified chaperonin ATPase assay, HTRF ADP detection, 30 min | actives 0.3% (n = 360,000) | AID 651819 | activity change, % (concentration not given with the values), hits read low; in the data active = activity change below about -30%; note: % is set by controls: 0 for no effect and ±100 for the full control effect
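Enzyme 40 or 20 nM (batch-dependent) in Tris pH 7.4/KCl/MgCl2/DTT; cpd 76 uM single point; ATP 10 uM; 30 min 37 °C; Transcreener ADP HTRF detection, 30 min RT; ratio 665/615.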
S2 tox: cell viability loss in ATXN counter-screen | actives 0.49% (n = 400,000) | S2 cells (HEK-293 line with an ATXN2-luciferase reporter) viability, CellTiter-Fluor protease fluorescence, 24 h | Potency, µM (doses to about 56.7 µM), hits mostly cytotoxic | AID 651635; note: potency is the fitted concentration of half-maximal effect; nearly all actives have a fitted effect of over 40% in size
TGFb SMAD3 inh: TGF-b pathway inhibition; HepG2 CAGA-GFP TGF-b/SMAD3 reporter, GFP fluorescence, 18 h; TGF-beta stimulated, 500 pg/mL final; Potency, µM (top dose mostly 46.1 µM), inactives show at the top dose activity, negative = inhibition, hits mostly inhibitors; actives 1.2% (n = 410,000); note: potency is the fitted concentration of half-maximal effect; % is set by controls: 0 for no effect and ±100 for the full control effect; nearly all actives have a fitted effect of over 65% in size
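Per well, imaged GFP fluorescence of HEPG2 CAGA-GFP cells gives the signal; cells get compound, then TGF-beta (500 pg/mL final), 18 h at 37 degrees C; %Activity versus -TGF-beta and +DMSO controls.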
Nrf2 activator: activates Nrf2 signaling; AREc32 ARE-luciferase reporter (MCF7-derived line), luminescence, 24 h; Potency, µM (series often up to 46.1 µM), for the others: top-dose activation, actives largely listed as activators; actives 0.31% (n = 410,000); note: potency is the fitted concentration of half-maximal effect; % of control where 0% means no effect; nearly all actives have a fitted effect of over 65% in size
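Luminescent ARE reporter assay in AREc32_Fluc cells: overnight plating at 37 deg C, 24 hr compound incubation, Steady-Glo added, 30 min RT before reading.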
Numbers without * were called inactive; i = inactive; ? = inconclusive; . = not tested or not shown; & = joins results of further samples; [ ] = remark or other dose. Unless noted, calls come from the whole dose curve; as a rule, active = well fitted curve in the direction sought with a large enough effect; inconclusive = small, poorly fitted or top-dose-only effect, or another doubt; inactive = no such curve, though single readings can be large; an effect the other way counts as inactive or inconclusive.

No.	mol	Akt phos inh	HepG2 tox	A549 viability	MmCpn inh	Nrf2 block
1	COc1ccccc1Nc1nnc(SCC(=O)N2CCCC2=O)s1	i	-33.9%	-7.1%	-3.9%	11.5%
2	COC(=O)[C@@]12CCCCN1[C@H](c1ccc(-c3ccc4c(c3)OCO4)c(OC)c1)[C@@H]1C(=O)N(C)C(=O)[C@@H]12	i	-18.2%	-4.8%	-3.3%	?
3	CCN(CC)S(=O)(=O)c1ccc(C(=O)OCCNC(=O)c2cccnc2)cc1	i	11.0%	-5.0%	-0.7%	-24.2%
4	Cn1nc([N+](=O)[O-])nc1Oc1ccc2ccccc2c1	i	-7.7%	-10.5%	-1.9%	?
5	COCCNC(=O)C(=O)c1c(-c2ccccc2)[nH]c2ccccc12	i	7.9%	-1.1%	0.8%	-8.6%
6	O=C(NCCc1ccccc1)c1nc2nc(-c3cccs3)cc(C(F)(F)F)n2n1	i	-15.1%	6.3%	-1.7%	?
7	CC(C)(C)c1ccc(OCCC(=O)NCCc2ccc(S(N)(=O)=O)cc2)cc1	i	-26.4%	-2.1%	1.5%	?
8	CC(C)c1ccc(S(=O)(=O)c2ccc(NN)cc2)cc1	i	6.1%	1.3%	0.5%	?
9	CCOc1ccc(/C=C/c2nc(C#N)c(N3CCN(CC)CC3)o2)cc1	.	-21.6%	-1.5%	.	1.7%
10	O=C(NCC(c1ccc(F)cc1)N1CCOCC1)c1cccnc1Sc1ccc(Cl)cc1 (configuration not stated)	i	-47.6%	-13.3%	-0.1%	?
11	Cc1ccn2c(=O)c(C(=O)NCCC3=CCCCC3)c(O)nc2c1	i	-24.8%	-7.5%	-1.2%	-1.5%
12	O=C(COC(=O)/C=C/c1ccc(Cl)cc1)NCCN1C(=O)CSC1=O	i	-10.7%	0.3%	5.4%	9.4%

No.	CCT modulator	S2 tox	TGFb SMAD3 inh	Nrf2 activator
1	0.8	i	-2.2%	-0.2%
2	-1.1	?	?	-0.5%
3	2.6	i	-1.8%	0.3%
4	-1.3	i	3.6%	-0.4%
5	4.6	i	2.8%	-0.4%
6	0.0	i	-19.9%	7.1%
7	-0.1	i	-5.5%	-0.2%
8	1.3	i	3.3%	-0.1%
9	.	.	-9.4%	-0.7%
10	-2.1	i	-9.4%	0.7%
11	1.2	i	-10.2%	-0.3%
12	1.9	i	8.4%	16.0%

An excerpt of these results, tab-delimited.
No.	Compound	Akt phos inh	HepG2 tox	A549 viability	MmCpn inh	Nrf2 block	CCT modulator	S2 tox	TGFb SMAD3 inh	Nrf2 activator
5	COCCNC(=O)C(=O)c1c(-c2ccccc2)[nH]c2ccccc12	i	7.9%	-1.1%	0.8%	-8.6%	4.6	i	2.8%	-0.4%
6	O=C(NCCc1ccccc1)c1nc2nc(-c3cccs3)cc(C(F)(F)F)n2n1	i	-15.1%	6.3%	-1.7%	?	0.0	i	-19.9%	7.1%
7	CC(C)(C)c1ccc(OCCC(=O)NCCc2ccc(S(N)(=O)=O)cc2)cc1	i	-26.4%	-2.1%	1.5%	?	-0.1	i	-5.5%	-0.2%
8	CC(C)c1ccc(S(=O)(=O)c2ccc(NN)cc2)cc1	i	6.1%	1.3%	0.5%	?	1.3	i	3.3%	-0.1%
9	CCOc1ccc(/C=C/c2nc(C#N)c(N3CCN(CC)CC3)o2)cc1	.	-21.6%	-1.5%	.	1.7%	.	.	-9.4%	-0.7%
10	O=C(NCC(c1ccc(F)cc1)N1CCOCC1)c1cccnc1Sc1ccc(Cl)cc1 (configuration not stated)	i	-47.6%	-13.3%	-0.1%	?	-2.1	i	-9.4%	0.7%
11	Cc1ccn2c(=O)c(C(=O)NCCC3=CCCCC3)c(O)nc2c1	i	-24.8%	-7.5%	-1.2%	-1.5%	1.2	i	-10.2%	-0.3%
12	O=C(COC(=O)/C=C/c1ccc(Cl)cc1)NCCN1C(=O)CSC1=O	i	-10.7%	0.3%	5.4%	9.4%	1.9	i	8.4%	16.0%

(continued)
No.	mol	Akt phos inh	HepG2 tox	A549 viability	MmCpn inh	Nrf2 block
13	CCN(CC)C1=NC=CC(c2ccccc2)=CC1C (configuration not stated)	i	1.7%	1.5%	-0.6%	1.4%
14	O=[N+]([O-])c1ccc(Cl)c(-c2ccc(/C=N/n3cnnc3)o2)c1	i	-2.3%	-4.2%	0.1%	0.6%
15	O=C(Nc1cccnc1)c1cnc2ccccc2n1	i	-7.0%	-0.3%	-6.0%	10.3%
16	N#CCc1c(C#N)c(N)nc(N2CCN(c3ccc(F)cc3)CC2)c1C#N	i	-7.6%	-1.2%	0.5%	?
17	O=C(COC(=O)c1ccccc1NCCO)NCCC1=CCCCC1	i	0.0%	0.7%	-0.1%	?
18	COc1ccc2c(c1)SCC/C2=C\CN1C(=O)CCC1=O	i	-6.3%	1.9%	-1.3%	-3.4%
19	CCOc1ccc(CCNC(=O)CN2C(=O)NC3(CCCCCC3)C2=O)cc1OCC	i	-4.7%	-1.4%	0.5%	2.1%
20	CCOC(=O)c1c(C)[nH]c(C(=O)CSc2nnc(C3CC3)n2N)c1C	i	0.7%	-0.6%	-5.6%	2.2%
21	Cc1cc(OCc2cc(C(=O)N(Cc3nccn3C)C(C)C)no2)cc(C)c1Cl	i	-22.4%	-5.2%	0.1%	-15.3%
22	CCN1CCN(S(=O)(=O)c2ccc(OC)c(Br)c2)CC1	i	-44.6%	7.1%	-1.9%	-7.7%
23	O=c1cc(-c2ccccc2Cl)oc2cccc(O)c12	i	-15.2%	-1.2%	-2.3%	0.8%
24	Cc1cccc(NC(=O)Nc2ccc([N+](=O)[O-])cc2)n1	i	-0.6%	-0.2%	-1.6%	-2.5%

No.	CCT modulator	S2 tox	TGFb SMAD3 inh	Nrf2 activator
13	-2.8	i	-4.4%	0.0%
14	-0.9	i	9.8%	?
15	-2.0	i	?	-0.1%
16	-0.3	i	-20.7%	2.2%
17	3.3	i	-6.5%	0.9%
18	-1.9	i	7.5%	0.1%
19	-1.1	i	-10.8%	0.0%
20	-0.6	?	-13.5%	0.9%
21	7.4	i	?	3.0%
22	-2.3	i	-7.2%	0.1%
23	-1.5	i	-2.6%	7.2%
24	-1.0	i	-28.2%	1.1%

The list goes on:
No.	mol	Akt phos inh	HepG2 tox	A549 viability	MmCpn inh	Nrf2 block
25	O=C(NC1CCCCCC1)c1cc2ccccc2oc1=O	i	-10.0%	-2.1%	2.2%	3.5%
26	O=C(Nc1cccnc1)c1ccc(Br)c(S(=O)(=O)N2CCCC2)c1	i	-2.0%	-13.8%	3.4%	?
27	CCCCNCC1C(Oc2ccc(Cl)cc2)C(=O)N1c1ccccc1C (configuration not stated)	i	15.8µM*	-16.7%	-0.6%	-1.6%
28	CC1Cc2ccccc2N1C(=O)COc1ccc2c(c1)OCO2 (configuration not stated)	i	1.3%	8.4%	-4.8%	?
29	C[C@H](CO)N1C[C@H](C)[C@@H](CN(C)Cc2ccncc2)Oc2c(NS(=O)(=O)c3cn(C)cn3)cccc2C1=O	i	-0.6%	0.5%	-1.1%	20.1%
30	Cc1cc(N(C)C)nc(Nc2ccccc2)n1	i	-11.4%	8.9%	-5.4%	?
31	O=C(NCc1ccccc1)C1=C[C@H](c2ccc(Br)cc2)C[C@H](OCc2ccc(CO)cc2)O1	i	-21.9%	-2.1%	.	1.1%
32	S=C(NCCN1CCOCC1)N/N=C/c1c2ccccc2cc2ccccc12	i	-23.8%	-15.5%	-0.2%	-18.2%
33	CCCCCCCCN1[C@@H](CC(=O)O)c2ccc(C(F)(F)F)cc2S1(=O)=O	i	-32.8%&-16.4%	0.2%	.	-24.9%
34	Cc1ccc(S(=O)(=O)c2cc(N3CCOCC3)nc(-c3ccccc3)n2)cc1	i	9.3%	-1.6%	0.3%	10.7%
35	Oc1ccccc1-c1nnc(COc2ccc(Cl)cc2Cl)o1	i	30.4%	2.9%	?	-6.3%
36	CC1=C(C(=O)N2CCOCC2)CC(CC(=O)NCc2cccs2)C(=O)N1CCC1=CCCCC1 (configuration not stated)	i	-101.4%	.	.	.
37	Cc1ccc(NC(=O)NCc2ccc3c(c2)OCO3)c(C)c1	i	6.2%	-0.8%	-2.2%	-7.2%
38	CCOC(=O)c1cc2c(=O)n3ccccc3nc2n(CCOC)c1=NC(=O)C(C)(C)Oc1ccc(Cl)cc1	.	6.1%	-3.1%	.	-10.7%[9.27 µM]

No.	CCT modulator	S2 tox	TGFb SMAD3 inh	Nrf2 activator
25	-0.7	i	2.1%	2.0%[9.22 µM]
26	-1.0	i	-10.3%	0.8%
27	-2.3	i	14.1µM*	6.4%
28	-0.1	i	-13.9%	3.8%
29	-1.7	i	8.7%	0.2%
30	1.1	i	10.8%	3.4%
31	-1.7	?	?	2.9%
32	-3.9	i	-7.6%	16.2%
33	0.4	i	?	9.3%
34	-1.5	?	0.4%	0.1%
35	-2.2	i	35.7%[activator]	4.9%
36	-8.9	i	14.6%	-0.2%
37	-9.9	i	-13.6%	0.7%
38	.	i	-8.1%	-1.0%
